# Source: PubChem BioAssay (several laboratories)
# GASC-1 inh = inhibitors of GASC-1 histone demethylase, primary screen, biochemical, fluorescence, DELFIA europium; GST-JMJD2C(1-420) H3K9me3 demethylation; 330,000 tested, 0.069% active; inhibition, % at 2.35 µM;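 active = more than half of a compound's replicate wells show inhibition beyond 50%, single wells judged on their own value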;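 also: signal counts dimethyl H3K9 product captured on neutravidin plate; 0% = median of DMSO wells and 100% = 0.3 times that DMSO median; strong numbers were not always called active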
# Target sequence (Q9H3R0 1-420 limits assumed): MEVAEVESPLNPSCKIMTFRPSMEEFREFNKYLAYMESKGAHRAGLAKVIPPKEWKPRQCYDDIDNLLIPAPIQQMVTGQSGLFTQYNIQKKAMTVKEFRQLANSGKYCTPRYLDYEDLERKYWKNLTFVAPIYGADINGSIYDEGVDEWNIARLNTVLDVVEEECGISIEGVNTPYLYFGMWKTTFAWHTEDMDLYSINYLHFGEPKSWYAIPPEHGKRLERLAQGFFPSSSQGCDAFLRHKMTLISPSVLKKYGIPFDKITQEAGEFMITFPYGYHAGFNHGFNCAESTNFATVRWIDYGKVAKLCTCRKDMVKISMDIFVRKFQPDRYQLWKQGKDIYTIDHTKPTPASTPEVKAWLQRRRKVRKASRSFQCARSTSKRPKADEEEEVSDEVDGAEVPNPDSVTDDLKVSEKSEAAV
# PP1 counter = PP1-alpha phosphatase inhibitors, primary screen, counter-screen for PP5 inhibitor project, biochemical, fluorescence, OMFP substrate, single point; Serine/threonine-protein phosphatase PP1-alpha catalytic subunit (Homo sapiens), P62136; purified PP1alpha; inhibition, % at 6.7 µM; 320,000 tested, 0.9% active; AID 2235, 2010;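 active = inhibition above the mean inhibition of all tested compounds plus 3 SD, computed separately for each screening campaign, cut at about 15% in these data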
# Target sequence (P62136 whole entry, looked up): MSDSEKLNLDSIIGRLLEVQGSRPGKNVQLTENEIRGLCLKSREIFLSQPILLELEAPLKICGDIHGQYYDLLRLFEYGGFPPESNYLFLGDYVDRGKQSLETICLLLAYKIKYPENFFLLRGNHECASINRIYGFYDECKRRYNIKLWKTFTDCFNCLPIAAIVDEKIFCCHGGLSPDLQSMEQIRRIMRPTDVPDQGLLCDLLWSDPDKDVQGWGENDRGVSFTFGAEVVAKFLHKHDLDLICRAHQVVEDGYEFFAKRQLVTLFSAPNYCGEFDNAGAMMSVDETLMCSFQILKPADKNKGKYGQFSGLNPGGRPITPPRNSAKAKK
# Fh CTSL1 inh = Fasciola hepatica cathepsin L1 inhibitors, primary screen, counter-screen for PFM18AAP inhibitor project, biochemical, QFRET, fluorogenic peptide substrate | recombinant F. hepatica cathepsin L1, Z-Leu-Arg-MCA fluorescence | inhibition, % at 5.96 µM | 300,000 tested, 0.49% active;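 active = inhibition above the mean of all tested compounds plus 3 SD, set per screening campaign, cut at about 17% in these data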;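 also: 0% = plate median of test compound wells and 100% = 1 µM Z-Phe-Ala-diazomethylketone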
# EBNA-1 inhibitor = EBNA-1 DNA-binding inhibitors, primary screen, biochemical, fluorescence polarization. 300,000 tested, 0.34% active. inhibition, % at 14.8 µM; in the data active = inhibition above about 28%
# PP5 primary = PP5 phosphatase inhibitors, primary screen, biochemical, fluorescence. AID 1987, 2009. inhibition, % at 6.7 µM. purified PP5c, OMFP substrate fluorescence. Serine/threonine-protein phosphatase 5 (Homo sapiens), P53041. 320,000 tested, 0.18% active;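 active = inhibition above the campaign's mean inhibition across all tested compounds plus 3 SD, cut at about 9.5% in these data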;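 also: 0% = DMSO only and 100% = 100 µM cantharidin control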
# HCV core dimer = inhibitors of HCV core protein dimerization, primary screen, biochemical, TR-FRET, high-throughput; TR-FRET GST/Flag-core106 dimerization, 1536-well; inhibition, % at 5 µM; 300,000 tested, 0.33% active; AID 1899, 2009;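 active = inhibition above the mean of all tested compounds plus 3 SD, set per screening campaign, cut at about 45% in these data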
#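 Assay system: GST-tagged and Flag-tagged HCV core protein residues 1-106 / Times: compound-protein-antibody incubation 4 h at 22.5 °C / Signal: time-resolved FRET, ex 340 nm, em 617 and 671 nm / Evaluation: % inhibition based on acceptor/donor emission ratio / Benchmarks: wells lacking GST-core106 and wells with excess unlabelled core106 / Repeats: singlicate, one well per compound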
# TPT1 inhibitor = Candida albicans TPT1 enzyme inhibitors, primary screen, biochemical, fluorescence polarization. 300,000 tested, 0.81% active. inhibition, % at 5 µM. tRNA 2'-phosphotransferase TPT1 (Candida albicans SC5314). recombinant caTPT1, FP RNA substrate dephosphorylation;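 active = inhibition above the mean of all tested compounds plus 3 SD, set per screening campaign, cut at about 24% in these data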;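 also: plate controls were DMSO alone for no effect and ferristatin control at 100 nM for full effect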
# CR mimetic SO = reduction of superoxide in aged yeast, primary screen, HTS; 330,000 tested, 0.18% active; superoxide response (% of plate mean), % at 10 µM; S. cerevisiae aged cells, superoxide DHE fluorescence; stronger effect = lower value; AID 2690, 2010;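 active = superoxide response under a set limit, about three screen SD below normal, cut at about 65% in these data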;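 also: yeast aged for seven days with compound at 30 °C before DHE staining; 100% = average MFI of all compound-treated wells on the plate with controls excluded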
# ZTA DNA inh = blocks Epstein-Barr virus ZTA, an EBNA-1 counter-screen; AID 2234; 320,000 tested, 0.15% active; ZTA-DNA binding, fluorescence polarization; inhibition, % at 11 µM; in the data active = inhibition above about 33%
# Target sequence (P03206 whole entry, looked up): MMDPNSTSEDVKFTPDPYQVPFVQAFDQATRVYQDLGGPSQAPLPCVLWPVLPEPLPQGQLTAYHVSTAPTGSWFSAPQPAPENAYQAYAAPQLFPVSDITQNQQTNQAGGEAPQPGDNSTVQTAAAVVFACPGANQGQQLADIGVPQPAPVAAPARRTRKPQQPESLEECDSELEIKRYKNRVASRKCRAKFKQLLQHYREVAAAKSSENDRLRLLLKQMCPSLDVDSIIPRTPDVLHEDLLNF
# * marks the source's active call; other numbers are inactive results; i = inactive; . = no result given.
# Every second line gives: TPT1 inhibitor	GASC-1 inh	EBNA-1 inhibitor	HCV core dimer	Fh CTSL1 inh	ZTA DNA inh	PP1 counter	PP5 primary	CR mimetic SO
COc1ccc(-c2cc(C)no2)cc1S(=O)(=O)NCCCN1CCN(c2ccccc2)CC1
  3	1	-15	1	-2	-3	-1	0.0	92
CCN1CCN(c2sc(S(C)(=O)=O)nc2S(=O)(=O)c2ccc(C)cc2)CC1
  2	i	-1	7	0	7	3	0.4	128
CC(C)COc1ccc(C(=O)N(CC(=O)Nc2ccccc2C(F)(F)F)Cc2ccco2)cc1
  3	5	4	11	4	-3	-1	4.4	108
CCOC(=O)c1c(C)[nH]c(C)c1S(=O)(=O)NCc1cc(C)ccc1C
  3	12	2	2	1	3	5	1.3	94
Cc1ccc(NC(=O)CSc2ncnc3ccccc23)cc1S(=O)(=O)N1CCOCC1
  2	0	12	8	-14	10	8	-1.8	106
COc1ccc(N2C(=O)C3C(C2=O)C(C(=O)c2ccc(Cl)cc2)N2CCCC32)cc1 (configuration not stated)
  19	12	8	17	-2	3	-2	0.8	99
O=C1C(=O)N(Cc2ccncc2)C(c2cccc(O)c2)/C1=C(\O)c1ccc2c(c1)OCCO2 (configuration not stated)
  -6	-9	1	-12	3	-23	2	3.6	108
NS(=O)(=O)c1ccc(F)c(C(=O)O)c1
  -4	-4	-2	-3	-3	-7	2	0.1	97
C=CCn1c(=O)c2ccccc2n2c(SCC(=O)NCC)nnc12
  -3	-9	-6	0	1	-6	0	0.5	93
N=c1sccn1CC(=O)Nc1cc(S(=O)(=O)N2CCCC2)ccc1Cl
  0	-7	6	-2	2	-16	-4	1.8	108
O=C(CN1CCOCC1)N1CCN(S(=O)(=O)c2ccccc2)C1c1ccccc1 (configuration not stated)
  -2	21	-9	-3	1	-24	2	2.1	92
Cc1nc(CCNC(=O)c2cc(COc3ccc(F)cc3Cl)on2)sc1C
  -2	-3	0	-1	3	-1	5	2.9	101
O=C(COC(=O)c1ccc(Cl)s1)c1ccc[nH]1
  2	-5	-5	4	-3	2	-6	-0.6	100
CC1Oc2ccccc2C=C1/C=C1/SC(N2CCOCC2)=NC1=O (configuration not stated)
  11	6	-12	1	-1	2	0	-2.0	126
CCCCN1CN(S(=O)(=O)c2ccc(OC)cc2)c2nc3ccccc3nc21
  7	1	-6	15	2	7	4	5.3	112
CCOc1ccccc1NC(=O)NC1(C(=O)NCC2CCCO2)CCCCC1 (configuration not stated)
  -3	3	2	9	1	4	1	0.5	108
COc1ccc(NC(=O)NNC(=O)CCc2ccc(O)c(O)c2)cc1OC
  -2	-13	1	6	3	1	-2	-0.1	100
CC(C)(C)n1nc2c(c1NC(=O)c1ccccc1F)CS(=O)C2 (configuration not stated)
  -2	1	-4	-5	6	-7	-1	1.3	91
O=C(Nc1ccc(Cl)cn1)C1COc2ccccc2O1 (configuration not stated)
  4	0	-9	2	10	-18	6	-2.9	102
COC(=O)c1ccc(Sc2ccccc2NS(=O)(=O)c2ccc(C)cc2)nc1
  -3	0	6	6	5	-10	4	0.6	87

# Every second line gives: TPT1 inhibitor	GASC-1 inh	EBNA-1 inhibitor	HCV core dimer	Fh CTSL1 inh	ZTA DNA inh	PP1 counter	PP5 primary	CR mimetic SO
CS(=O)(=O)n1nc(OC(=O)c2cccs2)cc1N
  -3	6	-10	-2	-18	5	-2	2.6	.
Cc1ccc(COc2ccccc2-c2cc(C(=O)N/N=C/c3cccnc3)[nH]n2)cc1
  1	-1	-13	13	3	-9	8	3.0	102
Cc1ccc(N2CC(C(=O)NCCN3CCOCC3)CC2=O)cc1C (configuration not stated)
  2	16	-1	-13	5	-7	-3	-11	98
CCCCCCCCCSc1n[nH]c(N)n1
  0	-7	-14	0	3	-3	2	3.2	112
CCOc1ccc(OCC)c2sc(C)nc12
  -3	-4	12	-2	-3	-9	-3	0.4	94
Cc1cccc(OCC(=O)Nc2ccccc2C(F)(F)F)c1
  -1	9	2	-2	2	-8	-2	3.4	123
CCOC(=O)c1c(-c2ccccc2)csc1NC(=O)c1cc(-c2ccccc2OC)on1
  2	-24	-13	-3	-3	-6	-3	-2.0	102
CCC(NC(=O)C1CCCC1)c1ccc(C)cc1 (configuration not stated)
  -3	-4	-9	2	-2	0	-1	0.7	101
COc1cc(/C=N/NC(=O)c2cc(C3CC3)[nH]n2)cc(OC)c1OC
  1	-2	4	7	10	7	0	3.0	90
COc1cc(/C=C2\SC(=Nc3cccnc3)NC2=O)cc(OC)c1OC
  52*	1	4	-6	1	-23	-2	5.2	103
COc1cccc(CC(=O)Nn2c(C)nc3ccccc3c2=O)c1
  -3	15	-1	-11	4	-11	-4	-0.4	86
Cc1cc(C)n(CC(O)COc2ccccc2)n1 (configuration not stated)
  1	-9	-4	0	-3	10	1	0.9	99
COc1ccc(OC)c(NC(=O)C(CC(=O)O)NCc2ccco2)c1 (configuration not stated)
  2	13	0	-1	6	16	-4	-1.8	115
CCn1c(SCc2ccc([N+](=O)[O-])cc2)nnc1C(C)NC(=O)c1ccc(C)cc1 (configuration not stated)
  1	-8	7	-4	-3	13	-1	0.7	102
COc1ccc(Cn2c(-c3ccc(OC)c(O)c3)nc3ccccc32)cc1O
  -1	3	0	-6	3	11	-3	1.5	98
CC(=O)Nc1ccc(S(=O)(=O)C(C#N)c2nc3ccccc3nc2NCCO)cc1 (configuration not stated)
  -1	2	1	-1	2	-6	0	1.1	87
Cc1ccc(S(=O)(=O)Oc2ccc(/C=C(/NC(=O)c3ccccc3)C(=O)NCC(=O)O)cc2)cc1
  -3	-4	1	-7	1	-27	1	1.3	84
O=C(CCC(=O)N1CCN(S(=O)(=O)c2ccc(Cl)cc2)CC1)Nc1ccc2ccccc2c1
  0	0	2	8	1	3	2	2.8	104
CCN1C(=O)[C@@H]2[C@@H](c3ccc(-c4ccc(OC)cc4)cc3)N3CCCC[C@@]3(C(=O)OC)[C@@H]2C1=O
  1	-2	0	6	-1	7	-6	1.4	102
CCc1nnc(NC(=O)CN2CCN(CC)CC2)s1
  -3	3	6	-10	4	4	4	0.1	94

# Every second line gives: TPT1 inhibitor	GASC-1 inh	EBNA-1 inhibitor	HCV core dimer	Fh CTSL1 inh	ZTA DNA inh	PP1 counter	PP5 primary	CR mimetic SO
N#C/C(=N/Nc1ccc(OC(F)(F)F)cc1)C(N)=S
  -2	-8	9	-15	2	-14	5	6.9	90
CN(C)CCCC1(O)c2ccccc2C=Cc2ccccc21
  -3	9	3	1	-6	-15	-1	-0.3	90
CCOC(=O)c1cnc(SCC(=O)NNC(=O)c2ccco2)nc1N
  1	-13	7	4	-1	6	-2	-0.6	105
CSCCC(NC(=O)c1ccoc1C)C(=O)O (configuration not stated)
  -3	4	12	1	-1	-14	5	1.0	91
CCc1ccc(NC(=O)CSC2=C(C#N)C(c3ccco3)C3=C(CCCC3=O)N2)cc1 (configuration not stated)
  0	5	5	10	3	-8	14	4.5	95
O=C(NNC1=NCCCCC1)Nc1ccc(Cl)cc1
  1	1	2	-2	1	12	-7	-3.8	94
COc1ccc(C(=O)C(C)Sc2nnc(C3CC3)n2C2CC2)cc1 (configuration not stated)
  .	-3	.	.	.	2	2	2.4	101
CCc1ccc(-n2c(=S)sc3c(=O)n(-c4ccccc4OC)c(=S)[nH]c32)cc1
  0	-1	-4	7	1	19	-7	-1.6	98
COc1cc2c(OC)cccc2cc1C(=O)O
  0	-3	6	1	4	13	3	-1.7	103
CCc1ccc(N2CC(C(=O)N/N=C/c3ccccc3)CC2=O)cc1 (configuration not stated)
  2	0	3	1	-1	0	-6	-0.5	102
C=CCn1c(=NC(=O)c2ccc(S(=O)(=O)N3CCCc4ccccc43)cc2)sc2cc(S(N)(=O)=O)ccc21
  -2	-5	-7	32	-8	-8	4	4.5	119
CSc1oc(-c2cccs2)nc1S(=O)(=O)c1ccccc1
  4	-4	2	14	1	6	-5	0.6	102
Cc1ccc(C(=O)N2CCC(C)CC2)cc1NC1=NC2CS(=O)(=O)CC2S1 (configuration not stated)
  1	2	-3	-14	-5	-12	0	3.5	101
CCOC(=O)c1ccc(NC(=O)c2ccc3c(c2)C(=O)N(Cc2cccnc2)C3=O)cc1
  -2	-6	7	-14	7	-7	-12	-3.2	81
COc1ccc(NC(=O)N2CCN(c3cccc(C(F)(F)F)c3)CC2)cc1
  0	3	-15	-6	-4	-8	-4	3.4	86
N#Cc1cccc(S(=O)(=O)NCC(=O)OCC(=O)c2ccc[nH]2)c1
  3	5	-7	8	-19	5	-2	-0.6	100
COc1cccc(C2C=C(c3ccc(OC)cc3OC)Nc3nnnn32)c1 (configuration not stated)
  -23	-21	-16	15	0	-2	-1	1.5	101
Clc1cc(Br)ccc1OCCN1CCOCC1
  2	-153	3	3	-2	-5	0	1.6	103
COc1ccc([C@H]2CC(=O)C=C(c3cc(C)ccc3OC)C2)cc1
  .	2	.	.	.	-6	2	3.9	91
CC(C)n1cc(/C=C(\C#N)S(=O)(=O)c2ccccc2)c2ccccc21
  -3	1	10	6	2	9	-2	1.1	99

# Every second line gives: TPT1 inhibitor	GASC-1 inh	EBNA-1 inhibitor	HCV core dimer	Fh CTSL1 inh	ZTA DNA inh	PP1 counter	PP5 primary	CR mimetic SO
Cc1cc2cc(CNC(=O)c3cccc([N+](=O)[O-])c3)ccc2n1C
  -2	-3	-2	4	1	10	2	4.6	105
CC1CCN(S(=O)(=O)c2ccc3ncn(CC(=O)N(C)Cc4ccccc4)c(=O)c3c2)CC1
  -6	-4	3	9	4	5	-2	-0.7	106
Fc1ccc(N2N=C(c3cccs3)CC2c2ccccc2)cc1 (configuration not stated)
  3	-66	-16	1	2	-13	0	4.1	92
Cc1ccc(NC(=O)CNC2CCCCC2)cc1Cl
  -1	3	5	-10	1	-1	-2	-1.4	114
O=C(Nc1ccc(F)cc1F)c1cc(-c2ccco2)nc2ccccc12
  7	-13	-2	33	2	10	0	2.7	95
CCC1CCc2c(sc(NC(=O)C3CC=CCC3C(=O)O)c2C#N)C1 (configuration not stated)
  -1	-6	11	10	5	5	4	0.0	97
CCc1ccc(N2CC(C(=O)Nc3ccc4c(c3)OCO4)CC2=O)cc1 (configuration not stated)
  .	-8	.	.	.	2	2	-3.0	97
C=C(C)c1cccc(C(C)(C)NC(=O)Nc2ccc(OC)cc2)c1
  -5	3	7	3	-4	2	-2	0.7	96
CCCCC(=O)NC(N1CCCCC1)C(Cl)(Cl)Cl (configuration not stated)
  -8	-6	6	-4	2	1	0	-0.2	78
CC(=O)c1cnn(-c2cc(Oc3ccc(F)cc3)ncn2)c1C
  0	-6	4	-4	-3	-9	-3	0.4	106
O=C(CSc1nc2c(c(=O)[nH]1)CN(Cc1ccc(F)cc1)CC2)Nc1ccc(F)cc1
  -4	-9	-8	3	-28	4	1	2.5	100

# Three structures already listed, arranged by heavy-atom count, ascending:
# Every second line gives: TPT1 inhibitor	GASC-1 inh	EBNA-1 inhibitor	HCV core dimer	Fh CTSL1 inh	ZTA DNA inh	PP1 counter	PP5 primary	CR mimetic SO
C=C(C)c1cccc(C(C)(C)NC(=O)Nc2ccc(OC)cc2)c1
  -5	3	7	3	-4	2	-2	0.7	96
CCC1CCc2c(sc(NC(=O)C3CC=CCC3C(=O)O)c2C#N)C1 (configuration not stated)
  -1	-6	11	10	5	5	4	0.0	97
CCc1ccc(N2CC(C(=O)Nc3ccc4c(c3)OCO4)CC2=O)cc1 (configuration not stated)
  .	-8	.	.	.	2	2	-3.0	97
